SENP1 FRET inh: blocks the human SENP1 SUMO protease catalytic domain; recombinant SENP1 catalytic domain, CyPet-SUMO1-YPet FRET cleavage; inhibition, % at 10 µM; actives 0.21% (n = 360,000); AID 624204;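 active = inhibition at least 30% at 10 µM, raw YFP signal under a set limit, fluorescence ratio 0.5 to 1.5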;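 also: 0% = enzyme with DMSO and 100% = no enzyme wells; some results filed as inactive read as strong as hits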
Target sequence (Q9P0U3 419-644 limits assumed): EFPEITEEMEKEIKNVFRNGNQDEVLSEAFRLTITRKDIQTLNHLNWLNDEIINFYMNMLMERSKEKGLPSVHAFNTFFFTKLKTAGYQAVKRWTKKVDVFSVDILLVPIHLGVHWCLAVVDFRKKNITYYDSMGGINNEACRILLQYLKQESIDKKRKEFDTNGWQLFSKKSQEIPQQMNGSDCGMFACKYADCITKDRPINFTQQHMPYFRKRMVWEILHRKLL
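System: Recombinant human SENP1 catalytic domain, His6-tagged | Incubation: Enzyme reaction for 50 min at room temperature, dark | Medium: Tris pH 8 with BME, BSA, NP40 and catalase | Also added: 25 nM SUMO1 FRET substrate | Compound: 10 µM single point, 0.5% DMSO | Measured by: FRET fluorescence in CFP and YFP emission channels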
SENP8 block-1: inhibitors of human SENP8 protease | recombinant SENP8, Nedd8 substrate fluorescence | inhibition, % at 20 µM | actives 0.64% (n = 360,000) | AID 602440; in the data active = inhibition mostly above about 40%, no sharp cut-off; inactive = mostly below about 27%
Target sequence (Q96LD8 whole entry, looked up): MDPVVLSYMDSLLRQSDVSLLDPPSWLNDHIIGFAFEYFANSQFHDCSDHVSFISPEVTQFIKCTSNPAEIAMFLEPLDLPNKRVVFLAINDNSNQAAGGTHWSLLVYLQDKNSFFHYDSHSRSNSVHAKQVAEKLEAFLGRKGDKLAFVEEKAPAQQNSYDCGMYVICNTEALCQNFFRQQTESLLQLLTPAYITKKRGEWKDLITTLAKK
SENP8 block-2: inhibitors of human SENP8 protease; Q96LD8; purified SENP8, Z-RLRGG-aminoluciferin cleavage, luminescence; inhibition, % at 10 µM; actives 1.2% (n = 330,000); AID 2540; in the data active = inhibition above about 50%
SENP7 inh: blocks the human protease SENP7; Q9BQF6; recombinant SENP7, Z-RLRGG-aminoluciferin luminescence, 40 min; inhibition, % at 5 µM; actives 1.5% (n = 330,000);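 active = inhibition above about 50% at the single test dose, limit read from the data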;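 also: plate controls were DMSO with enzyme for no effect and no enzyme buffer wells for full effect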
PfGluPho inh: PfG6PD (Plasmodium falciparum) enzyme inhibition; PfGluPho enzyme, NADPH resazurin-diaphorase fluorescence; inhibition, % at 20 µM; actives 0.78% (n = 350,000); AID 504690;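 active = inhibition reaching at least a set limit at 20 µM in the primary screen, cut at about 59% in these data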;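 also: 0% = DMSO wells with substrate and 100% = DMSO wells lacking glucose-6-phosphate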
Apaf1 inhib: human Apaf-1 inhibition | reconstituted apoptosome caspase-3 activity, DEVD-Rh110 fluorescence | inhibition, % at 20 µM | actives 0.71% (n = 330,000); active = inhibition of at least 40% at 20 µM;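 also: plate controls were DMSO wells for no effect and DEVD-CHO caspase inhibitor wells for full effect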
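detection = Rh110 fluorescence intensity | test system = biochemical Apaf-1 apoptosome reconstitution | also added = cytochrome c and DEVD-Rh110 substrate | schedule = 30 min plus 50 min, RT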
SENP6 block: blocks the human protease SENP6. Recombinant SENP6 catalytic domain, aminoluciferin luminescence. Q9GZR1. inhibition, % at 10 µM. actives 1.8% (n = 330,000);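 active = inhibition above about 50% at the single tested dose, limit read from the data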;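 also: plate controls were DMSO wells with enzyme for no effect and DMSO wells lacking enzyme for full effect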
Target sequence (Q9GZR1 628-1112 limits assumed): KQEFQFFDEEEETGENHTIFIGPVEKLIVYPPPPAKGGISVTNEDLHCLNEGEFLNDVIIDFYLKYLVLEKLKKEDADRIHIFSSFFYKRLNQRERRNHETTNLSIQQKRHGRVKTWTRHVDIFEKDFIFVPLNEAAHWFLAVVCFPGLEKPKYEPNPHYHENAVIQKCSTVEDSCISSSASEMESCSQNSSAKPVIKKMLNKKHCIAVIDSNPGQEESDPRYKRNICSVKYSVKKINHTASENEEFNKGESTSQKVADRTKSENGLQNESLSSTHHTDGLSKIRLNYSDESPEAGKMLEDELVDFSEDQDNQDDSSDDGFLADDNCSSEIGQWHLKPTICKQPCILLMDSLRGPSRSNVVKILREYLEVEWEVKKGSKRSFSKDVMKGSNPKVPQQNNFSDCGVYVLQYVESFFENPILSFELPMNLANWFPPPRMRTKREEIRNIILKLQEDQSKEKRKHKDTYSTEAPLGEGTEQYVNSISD
HKDC1 inh: blocks human hexokinase HKDC1 activity. Q2TB90. recombinant HKDC1, G6PDH/diaphorase resazurin coupled fluorescence. inhibition, % at 20 µM. actives 0.16% (n = 340,000). AID 493160;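 active = inhibition above about 35% when tested at 20 µM, limit read from the data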;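 also: plate controls were DMSO wells with enzyme for no effect and DMSO wells lacking enzyme for full effect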
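System: Recombinant HKDC1 hexokinase | Amount: HKDC1 at 5 µg/mL | Reagent: Glucose with 1 mM ATP | Doses: Single 20 µM dose | Incubation: Reaction time 90 min, room temperature, protected from light | Signal: Coupled resazurin fluorescence, excitation 525 nm, emission 613 nm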
Numbers without * were called inactive; i = inactive; / = not tested or not shown.

SMILES	SENP1 FRET inh	SENP8 block-1	SENP8 block-2	SENP7 inh	PfGluPho inh	Apaf1 inhib	SENP6 block	HKDC1 inh
CC(C)NC(=S)N=Nc1c(O)[nH]c2ccc(C(C)C)cc12	5	40	0	5	-1	19	2	2
O=C(Nc1nnc(SCc2ccc(F)cc2)s1)c1ccc2c(c1)C(=O)N(c1ccccc1Cl)C2=O	2	-14	-6	-1	-35	11	28	3
COc1cc(NC(=S)Nc2ccc(Br)cc2Cl)c(OC)cc1Cl	1	35	-2	-8	10	22	-16	2
Cc1ccc2c(c1)[nH]c1c(N3CCN(Cc4ccccc4)CC3)ncnc12	-3	-155	-8	-3	61*	1	5	3
CC(C)CC(=O)Nc1ccccc1N1CCOCC1	-2	11	5	1	-17	-3	6	-1
CC(NC(=O)[C@H](C)NC(=O)N1CCn2c1nc1ccccc12)c1ccccc1 (stereo partly drawn)	0	14	-7	1	-1	0	12	-3
Cc1ccc(CN2CC(C(=O)Nc3nnc(SCc4c(Cl)cccc4Cl)s3)CC2=O)cc1 (stereo not drawn)	-1	19	-28	-4	-21	27	-21	-5
COc1ccc2oc(C(=O)OCC(=O)N(C)c3ccccc3)c(C)c2c1	-6	-441	-10	5	1	16	-2	-3
COc1ccc(Br)cc1CN(C)C(=O)Cc1ccc(S(=O)(=O)N2CCOCC2)s1	1	-3	6	-2	-7	3	2	-2
COc1cccc(C(=O)Nc2cccc(SC)c2)c1	2	12	55*	75*	31	-6	79*	-3
CCOc1ccc(C(C(=O)NC2CCCC2)N(CCOC)C(=O)CNC(=O)c2ccco2)cc1 (stereo not drawn)	-1	15	-7	-7	-10	2	-16	-3
O=C(O)CNC(=S)N(Cc1ccc(F)cc1)C1CCCCC1	2	3	-3	7	-12	-2	-8	-4

Of the compounds above, 3 have an aryl thioether with sulfur outside any ring:
SMILES	SENP1 FRET inh	SENP8 block-1	SENP8 block-2	SENP7 inh	PfGluPho inh	Apaf1 inhib	SENP6 block	HKDC1 inh
O=C(Nc1nnc(SCc2ccc(F)cc2)s1)c1ccc2c(c1)C(=O)N(c1ccccc1Cl)C2=O	2	-14	-6	-1	-35	11	28	3
Cc1ccc(CN2CC(C(=O)Nc3nnc(SCc4c(Cl)cccc4Cl)s3)CC2=O)cc1 (stereo not drawn)	-1	19	-28	-4	-21	27	-21	-5
COc1cccc(C(=O)Nc2cccc(SC)c2)c1	2	12	55*	75*	31	-6	79*	-3

Some of these compounds in order of their number in SENP8 block-1, high to low:
compound	SENP1 FRET inh	SENP8 block-1	SENP7 inh	PfGluPho inh	SENP6 block	HKDC1 inh
CC(C)NC(=S)N=Nc1c(O)[nH]c2ccc(C(C)C)cc12	5	40	5	-1	2	2
CCOc1ccc(C(C(=O)NC2CCCC2)N(CCOC)C(=O)CNC(=O)c2ccco2)cc1 (stereo not drawn)	-1	15	-7	-10	-16	-3
CC(NC(=O)[C@H](C)NC(=O)N1CCn2c1nc1ccccc12)c1ccccc1 (stereo partly drawn)	0	14	1	-1	12	-3
COc1cccc(C(=O)Nc2cccc(SC)c2)c1	2	12	75*	31	79*	-3
CC(C)CC(=O)Nc1ccccc1N1CCOCC1	-2	11	1	-17	6	-1
Cc1ccc2c(c1)[nH]c1c(N3CCN(Cc4ccccc4)CC3)ncnc12	-3	-155	-3	61*	5	3

Following part.
SMILES	SENP1 FRET inh	SENP8 block-1	SENP8 block-2	SENP7 inh	PfGluPho inh	Apaf1 inhib	SENP6 block	HKDC1 inh
O=C(NNC(=O)c1ccccc1OCc1ccccc1Cl)c1csc(N2CCOCC2)n1	5	-4	8	0	8	8	-2	-5
O=C(NCc1ccco1)C(=S)N1CCCCC1	1	17	-9	-5	5	-8	-14	0
Cc1ccc(NS(=O)(=O)c2cccc(C(=O)NC3CCN(Cc4ccccc4)CC3)c2)cc1	1	5	/	/	-2	/	/	-2
Cc1ccccc1C1CC(c2ccc(F)cc2)Nc2nc(N)nn21 (stereo not drawn)	-1	-132	10	-7	-5	-13	7	-1
CC(CC(=O)Nc1ccccc1)NCCCN1CCCC1=O (stereo not drawn)	2	12	-10	-5	-2	2	-10	0
Cc1ccc(-n2nc3c(c2NC(=O)C(C)C)CS(=O)(=O)C3)cc1	2	-6	-6	8	7	-3	-5	-5
Cc1cc(=O)oc2cc(OCC(=O)NCCCN3CCCC3=O)c(Cl)cc12	-3	-102	-2	7	-7	4	7	-4
Cc1cc(C)cc(NC(=O)c2ccc(CNc3c(N4CCOCC4)c(=O)c3=O)cc2)c1	-7	-8	-5	6	5	17	0	3
Cc1ccc(-n2ncc3c2CC(C)(C)CC3NC(=O)Cc2c(C)noc2C)cc1 (stereo not drawn)	-1	11	-1	7	1	-13	-10	0
CCc1c(C)n([O-])c2c([n+]1=O)CCCCC2	1	16	0	3	12	-8	-7	-8
CCCCc1ccc(NC(=O)CSc2nc(=O)n3cc(C)ccc3n2)cc1	-1	-9	12	1	-9	1	-1	-1
CC(=O)Nc1cccc(-c2nc3ccc(NC(C)=O)cc3[nH]2)c1	1	i	-9	-4	17	-3	5	1
O=C1N=C(N2CCOCC2)S/C1=C/c1cc2c(cc1[N+](=O)[O-])OCO2	1	1	-8	-7	-13	4	-18	0
CCc1cccc(NC(=O)[C@@H]2CCCN2C2=NS(=O)(=O)c3ccccc32)c1	-1	19	0	6	-2	2	-9	-2
CCOC(=O)c1c(C)n(C)c2ccc(O)c(CN3CCCCC3)c12	0	14	-12	15	21	-1	-17	2
CCSc1nc2c(c(=O)[nH]c(=O)n2C)n1C	-1	0	-1	8	-10	1	-5	0
O=C(NCc1ccc(F)cc1)C1CCC(CNc2c(N3CCCCC3)c(=O)c2=O)CC1 (stereo not drawn)	5	8	-9	4	7	-16	7	-8
CN(CCN1CCOCC1)Cc1nc(-c2ccc(Cl)cc2)no1	1	3	2	6	-11	-17	-37	-5
CN(Cc1ccccc1)C(=O)c1ccc2c(c1)NC(=O)C(N1CCOCC1)S2 (stereo not drawn)	3	10	/	/	3	/	/	-4
COCCNC(=S)N1CCc2cc(OC)c(OC)cc2C1COc1ccc(F)cc1 (stereo not drawn)	-2	16	1	-4	9	0	-5	-3
Cc1cccc(-c2ncc(CN3CCN(CC(C)C)C(CCO)C3)cn2)c1 (stereo not drawn)	-3	-24	4	-4	7	-1	-24	-1
Cc1ccc(S(=O)(=O)N2CCOCC2)cc1NC(=O)COC(=O)CNC(=O)c1ccc(C(C)(C)C)cc1	1	10	-14	-10	-13	17	-16	-4
O=C(NCCSc1ncc(-c2ccc(F)cc2)[nH]1)c1ccc2c(c1)OCO2	1	8	-4	8	-3	3	-6	7
CCC(N=c1cc(-c2ccc(OC)c(OC)c2)oc2ccc(C)cc12)C(=O)O (stereo not drawn)	-45	-409	-4	-2	-13	8	7	-8
CCc1ccc(S(=O)(=O)NCc2csc(C)n2)cc1	3	19	-13	-10	-13	4	-20	-6
O=S(=O)(NCC1CCN(Cc2ccccc2)CC1)c1ccccc1C(F)(F)F	0	11	-1	-1	1	12	-42	-6
COc1ccccc1C(=O)Nc1cccc(NC(=O)c2ccccc2C)c1	0	7	4	3	9	9	16	2
COCc1ccc([C@@H]2C[C@H]3CN(Cc4ccccc4C)C(=O)[C@]34CCCN24)o1	2	1	1	7	2	-18	-2	5
Cn1c(SCc2ccccc2)nnc1-c1ccc(O)cc1	2	10	3	-5	-4	-15	-1	0
Cn1c(N)c(Sc2ccccc2[N+](=O)[O-])c(=O)n(C)c1=O	1	4	0	3	-14	-2	7	-7
Cc1cccc(N2CCN(C(=O)c3ccccn3)CC2C)c1 (stereo not drawn)	1	1	0	6	7	0	-10	-6
OCCOc1ccc(CN2CCN(CCCc3ccccc3)C(CCO)C2)cc1 (stereo not drawn)	1	8	-11	-8	7	8	-13	0
Cc1ccccc1C(=O)Nc1ccc(S(=O)(=O)N2CCN(C)CC2)cc1	3	14	5	0	-24	-6	5	-9
CCOc1ccccc1NS(=O)(=O)c1ccc2c(c1)N(C)CCO2	1	-1	-7	-10	-16	-4	-13	-4
Nc1nc(=S)c2ncn([C@@H]3O[C@H](CO)[C@@H](O)[C@H]3O)c2[nH]1	-2	5	-6	0	43	15	-2	-2
COc1c(C)cc(S(=O)(=O)NCCN2CCOCC2)c(C)c1C	0	6	-16	-4	5	0	3	-3
O=C(c1cccnc1Cl)N(Cc1ccccc1)Cc1ccccc1	-6	8	0	9	19	7	0	-7
O=C(N/N=C\c1cc(Cl)ccc1O)c1ccc(S(=O)(=O)N2CCCCC2)cc1	51*	9	1	7	-34	-14	9	1
O=C(c1cccnc1)N1CCN(Cc2ccccc2Br)CC1	-2	21	-4	-2	-13	-3	-9	-6
Cc1onc(-c2ccccc2Cl)c1C(=O)NCCCN1CCOCC1	-1	17	-9	7	0	23	-18	-7
Cc1ccc(S(=O)(=O)c2c(N)n(/N=C/c3ccco3)c3nc4ccccc4nc23)cc1	-18	-286	4	11	-1	2	4	12
Cc1cc2ccc(C)c(C)c2nc1SCC#N	1	17	10	0	-3	28	-4	4
CN(CC(=O)NCc1cccnc1)S(=O)(=O)c1cc(Cl)ccc1Cl	2	17	4	2	-9	5	-12	2
C=CCN(C(=O)c1csnn1)C(C(=O)NCc1ccc(F)cc1)c1cccs1 (stereo not drawn)	1	9	0	-8	-3	2	19	2
Cc1cc(C(=O)NNC(=O)Nc2cccc(C(F)(F)F)c2)no1	2	15	-8	-11	-17	10	-8	-6
COc1ccc(C(=O)N/N=C(\c2ccccc2)c2ccccn2)cc1	3	25	/	/	-11	/	/	-14
Cc1ccc(C2(C)NC(=O)N(CC(=O)Nc3ccc(-c4nc5ccc(C)cc5s4)cc3)C2=O)cc1 (stereo not drawn)	-16	-418	24	14	-7	-2	8	-7
N#CC1c2ccccc2C=CN1C(=O)c1ccccc1 (stereo not drawn)	0	14	2	3	-5	-14	-5	-2
O=C(NNc1ccc([N+](=O)[O-])cc1)c1ccccc1F	-3	17	/	/	21	/	/	1
O=C(/C=C/c1ccccc1)NC(=S)NNC(=O)c1cnccn1	2	14	7	4	-9	-11	-33	-33
CCOc1ccc2nc(NC(=S)NCc3ccccc3)sc2c1	0	9	-1	1	37	0	0	-15
COc1ccc2[nH]c3c(NCCCN4CCCC4=O)ncnc3c2c1	-1	-329	-12	0	10	-2	-10	5
CCOC(=O)c1[nH]c(C)c(C)c1C	0	17	-8	3	2	-2	-6	-9
COc1ccc(S(=O)(=O)Nc2cc(C)on2)cc1	1	9	5	-2	4	4	-4	-3
CCc1c(C)nc(N)nc1Cl	2	12	5	3	10	-7	-11	-4
CCN1C=CC(=C2C(=O)c3ccccc3C2=O)C=C1	11	17	76*	86*	17	-9	88*	-2
CCC(C)NCC(=O)Nc1ccc(-c2nc3cc(NC(=O)CNC(C)CC)ccc3o2)cc1 (stereo not drawn)	-2	-466	-3	4	18	16	-8	0
CC1Sc2ccc(S(=O)(=O)NCc3ccccc3)cc2NC1=O (stereo not drawn)	2	5	3	7	6	10	-13	-4
Cn1ccnc1SCC(=O)NCC(=O)Nc1ccc(F)c(F)c1F	2	14	6	0	2	-7	2	-12
CCN1CCN(CCC(=O)Nc2ccccc2OC)CC1	-4	14	-3	-3	1	-14	-10	-7
O=C(CN1C(=O)NC2(CCCc3ccccc32)C1=O)c1ccc(F)c(F)c1 (stereo not drawn)	-2	0	5	5	20	6	-2	-6
COc1cc(/C=N/NC(=O)COc2ccccc2C)ccc1OC(=O)c1cccs1	2	12	0	8	16	24	-1	2
CC1CCCCN1S(=O)(=O)c1ccc(NC(=O)CSc2nnnn2C)cc1 (stereo not drawn)	3	2	7	-2	-4	2	0	1
